Assay outcomes as filed in PubChem.
hERG rescue: hERG rescue from dofetilide block, primary screen, cell-based, CHO-hERG, FluxOR thallium flux, dofetilide IC70. Voltage-gated inwardly rectifying potassium channel KCNH2 (Homo sapiens), Q12809. dofetilide IC70 present. activation (rescue from dofetilide block), less the hit threshold, % at 10 µM. hit rate 0.51% among 310,000. AID 1511, 2009;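 active = activation above the mean of controls blocked by dofetilide plus 5 SD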;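 also: thallium influx through hERG after potassium depolarization seen as dye fluorescence rise; in these data hits start at about 4.7%; inactives centre near -7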
KCNQ1 act: potentiators or activators of KCNQ1 channel, primary screen, cell-based, thallium flux, high-throughput; Potassium voltage-gated channel subfamily KQT member 1 (Homo sapiens), P51787; CHO-K1 KCNQ1, thallium flux FluxOR fluorescence; stronger effect = higher value; B-score at 10 µM; hit rate 0.35% among 310,000;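 active = fluorescence ratio B-score, a plate-corrected score, at least three library SD, with initial intensity B-score within 5 SD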
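System: Stable KCNQ1 CHO-K1 line | Incubation: 90 min dye loading and 20 min compound exposure, both at room temperature | Measure: Ratio B score | Medium: Assay buffer for compound exposure, DMSO matched across wells | Compound dosing: Single-concentration screen | Probe or stimulus: K+/Tl+ depolarizing stimulus | Measured by: Kinetic FluxOR fluorescence, 10 s baseline plus 110 s post-stimulus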
RGS4 act: RGS4 potentiators or activators, primary screen, cell-based, HEK293 M3R inducible RGS4, calcium flux | carbachol calcium flux Fluo4; stronger effect = lower value | hit rate 0.92% among 310,000 | B-score at 10 µM;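 active = B-score of the integrated calcium signal more than 4 SD below the library mean, with starting fluorescence not abnormally high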;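 also: negative B-score means reduced calcium response which marks RGS4 activation or potentiation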
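Assay system: HEK293 FlpIn-TREx cells, stable M3R, doxycycline-inducible RGS4 / Probe or stimulus: carbachol, ECmax concentration / Times: overnight RGS4 induction, 30 min dye load 37 °C, 20 min compound RT / Signal: kinetic calcium fluorescence imaging with Fluo4-AM dye, 2 µM / Measure: Agonist-evoked peak-minus-minimum fluorescence over baseline, integrated ratio, B score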
PolyA inhibitor: polyadenylation inhibitors in yeast reporter cells, primary screen, luminescence, S. cerevisiae; calls only at 12 µM; S. cerevisiae SKY197-pL101 polyadenylation reporter, beta-gal luminescence; efflux-impaired pdr1/pdr3 knockout yeast; score 100 = 6 SD above DMSO; hit rate 0.02% among 300,000;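 active = lowest replicate activity score at least 50, where 100 means six control SD above control mean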;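 also: yeast exposed to compound for 9 h at 30 °C; higher score means more reporter readthrough which indicates perturbed polyadenylation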
KCNK9 block: KCNK9 potassium channel inhibitors, primary screen, HEK293 cells, thallium flux; Potassium channel subfamily K member 9 (Homo sapiens), Q9NPC2; FluxOR thallium flux fluorescence; stronger effect = lower value; B-score at 10 µM; hit rate 1.2% among 310,000;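 active = ratio B-score over 3 SD below the library mean, with starting fluorescence within 5 SD of its mean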;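 also: negative B-score means less thallium flux so channel inhibition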
Target sequence (Q9NPC2 whole entry, looked up): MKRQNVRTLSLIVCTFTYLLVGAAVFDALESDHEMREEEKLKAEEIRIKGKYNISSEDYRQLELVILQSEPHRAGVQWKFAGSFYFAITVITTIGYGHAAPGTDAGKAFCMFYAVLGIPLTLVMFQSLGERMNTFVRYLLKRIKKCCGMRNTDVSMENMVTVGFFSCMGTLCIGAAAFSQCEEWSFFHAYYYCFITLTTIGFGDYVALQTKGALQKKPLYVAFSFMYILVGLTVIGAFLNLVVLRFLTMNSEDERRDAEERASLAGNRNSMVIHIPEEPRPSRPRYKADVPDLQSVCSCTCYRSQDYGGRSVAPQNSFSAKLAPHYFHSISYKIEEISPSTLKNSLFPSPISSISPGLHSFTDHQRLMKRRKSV
KCNK3 block: human KCNK3 channel inhibitors, primary screen, CHO cells, FluxOR thallium flux, B-score. Potassium channel subfamily K member 3 (Homo sapiens), O14649. FluxOR fluorescence; stronger effect = lower value. B-score at 10 µM. hit rate 0.84% among 340,000;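 active = B-score under library mean minus 4 SD, starting fluorescence ratio at most library mean plus 5 SD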;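 also: more negative B-score means stronger inhibition of thallium flux through KCNK3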
Target sequence (O14649 whole entry, looked up): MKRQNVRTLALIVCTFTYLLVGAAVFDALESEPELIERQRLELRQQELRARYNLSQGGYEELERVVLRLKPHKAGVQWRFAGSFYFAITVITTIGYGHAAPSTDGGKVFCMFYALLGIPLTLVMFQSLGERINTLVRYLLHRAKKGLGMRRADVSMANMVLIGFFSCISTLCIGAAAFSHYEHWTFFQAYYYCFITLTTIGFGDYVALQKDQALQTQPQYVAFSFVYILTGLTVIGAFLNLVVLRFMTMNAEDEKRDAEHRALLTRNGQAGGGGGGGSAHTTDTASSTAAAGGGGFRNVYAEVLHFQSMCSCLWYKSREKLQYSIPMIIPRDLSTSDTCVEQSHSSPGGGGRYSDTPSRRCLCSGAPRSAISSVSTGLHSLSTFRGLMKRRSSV
KCNQ1 block: inhibitors of human KCNQ1 channel, primary screen, cell-based, thallium flux, high-throughput. Potassium voltage-gated channel subfamily KQT member 1 (Homo sapiens), P51787. CHO-K1 KCNQ1, FluxOR thallium flux fluorescence; stronger effect = higher value. B-score at 10 µM. hit rate 1.3% among 310,000;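 active = compounds whose thallium flux B-score, printed positive for inhibition, exceeds three library SD while starting fluorescence stays within three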;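 also: channel opened by potassium depolarization with thallium stimulus after 20 min compound exposure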
GSK3B inh: human GSK3beta kinase inhibitors, primary screen, biochemical, cell-free homogeneous, HTS | Glycogen synthase kinase-3 beta (Homo sapiens), P49841 | GST-GSK3beta kinase, ADP-Glo luminescence, 60 min; stronger effect = lower value | activity score (negative = inhibition), % at 10 µM | hit rate 0.038% among 300,000 | AID 2097, 2009;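 active = more than half of replicate wells score below -50%, meaning over 50% inhibition versus plate controls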;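 also: 0% = median DMSO wells and -100% = median GW8510 positive control wells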
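Assay system: GST-tagged human GSK3beta kinase, cell-free; Input: 1.6 ng GSK3beta; Medium: Tris/MgCl2 kinase buffer; Timing: 60 min enzyme reaction, room temperature; Signal: ADP-Glo luminescence quantifying ADP generated by kinase; Evaluation: score relative to plate controls; Benchmarks: DMSO neutral wells and GW8510 at 20 µM as positive.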
HDAC3 inh: HDAC3 deacetylase inhibitors, primary screen, biochemical, fluorescence, cell-free homogeneous; recombinant HDAC3, fluorogenic peptide/trypsin coupled; inhibition, % at 8.3 µM; hit rate 0.15% among 320,000; in the data active = inhibition above about 26%, passing the limit was not always enough
GSK3 alpha inh: blockers of GSK3A enzyme activity – biochemical, luminescence, cell-free homogeneous, HTS, primary screen; GSK-3 alpha kinase, ADP-Glo luminescence, 60 min; inhibition, % at 10 µM; hit rate 0.1% among 320,000; AID 2650, 2010;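 in the data active = inhibition above about 50%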;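 also: GST-tagged GSK-3 alpha with peptide substrate and 25 µM ATP; 0% = DMSO neutral wells and 100% = GW8510 positive control wells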
Dyrk1A ADPGlo: rat Dyrk1A kinase inhibitors, primary screen, biochemical, single point, plate reader. Dual specificity tyrosine-phosphorylation-regulated kinase 1A (Rattus norvegicus), Q63470. inhibition, % at 12.5 µM. hit rate 0.43% among 310,000. ADP-Glo luminescence, NFATc1 peptide. AID 504441, 2011; in the data active = inhibition above about 50%;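 also: plate controls were vehicle with enzyme for no effect and no enzyme for full effect; many of its hits are not listed in these tables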
* hit, by the source's call; i = inactive; · = no result given; & = joins results of further samples. A portion of the library; count on the stated rates, not on these rows.

SMILES	hERG rescue	KCNQ1 act	RGS4 act	PolyA inhibitor	KCNK9 block	KCNK3 block	KCNQ1 block	GSK3B inh	HDAC3 inh	GSK3 alpha inh	Dyrk1A ADPGlo
CCOC(=O)c1c(NC(=O)CCS(=O)(=O)c2ccccc2)sc2c1CCN(C(C)C)C2	-6	i	i	i	i	i	i	2	-6	10	0
Cc1ccc(CNC(=O)C2CCCN2C(=O)Nc2ccc(F)cc2)cc1 (configuration not stated)	-9	i	i	i	i	i	i	1	-6	-2	9
COc1cccc(-n2c(SCc3c(C)noc3C)nnc2-c2cccc(S(=O)(=O)N(C)C)c2)c1	-6	i	i	i	i	i	i	3	-1	1	4
COc1cccc(CNc2nc(SC)ncc2CO)c1	-9	i	i	i	i	i	i	1	-3	1	-5
C/C(N)=C(/C#N)C(=O)CSc1nnc(Nc2cccc(C)c2)s1	-8	i	i	i	i	i	i	-4	-6	-1	4
CCn1c(=O)c(=O)[nH]c2cc(C(=O)N3CCN(Cc4ccc5c(c4)OCO5)CC3)ccc21	-20	i	i	i	i	i	i	-6	2	-1	2
CC(=O)Nc1cc2cc(NS(=O)(=O)c3ccc(C)cc3)ccc2oc1=O	-7	i	i	i	i	i	i	1	3	0	-3
Cc1cc(C)cc(CC2CC(=O)N(c3ccc([N+](=O)[O-])cc3)C2=O)c1 (configuration not stated)	-8	i	i	i	i	i	i	-6	8	0	11
COc1ccc(C(C)=O)cc1COC(=O)c1c(C)noc1C	-12	i	i	i	i	i	i	-2	0	1	-9
O=C(NCC1CCCCC1)C12CN(Cc3ccccc3)CC1C(c1cccc([N+](=O)[O-])c1)=NO2 (configuration not stated)	-6	i	i	i	i	i	i	0	-3	1	2
Oc1cccc(C(O)CNCc2ccc(-c3ccccc3)cc2)c1 (configuration not stated)	-13	i	i	i	i	i	i	-2	-5	-1	1
CC(=N\Nc1ccccc1)/C(=N/O)C(=O)Nc1ccccc1	2	i	i	i	i	i	i	0	3	1	3
COc1cccc(NC(=S)N(Cc2ccc(C)cc2)Cc2ccccn2)c1	-15	i	i	i	i	i	i	0	3	-2	2
CC1(C)CC(=O)c2cc(OCC(=O)N3CCCCCC3)ccc2O1	-12	i	i	i	i	i	i	4	-47	-2	1
Cc1cc(C)n2nc(C(=O)N3CCN(Cc4ccc5c(c4)OCO5)CC3)nc2n1	-10	i	i	i	i	i	i	0	-7	-1	-7
CC(=O)C(C(C)=O)c1cc(NS(=O)(=O)c2ccccc2)ccc1NS(=O)(=O)c1ccccc1	-5	i	i	i	i	i	i	0	2	0	-2
Cc1c(-n2c(-c3ccccc3)nc3ccccc3c2=O)c(=O)n(-c2ccccc2)n1C	-11	i	i	i	i	i	i	8	4	·	2
CCC(OC(=O)C(C)N1C(=O)C(=O)c2ccccc21)C(=O)Nc1ccccc1OC (configuration not stated)	-6	i	i	i	i	i	i	3	·	·	0
O=C(N/C(=C/c1cccnc1)C(=O)N1CCOCC1)c1ccco1	-7	i	i	i	i	i	i	2	-2	-2	-6
Cc1ccc2oc(C(=O)N3CCC(O)(c4cccc(C(F)(F)F)c4)CC3)c(C)c2c1	3	i	i	i	i	i	i	3	-1	14	-1
CN(C)c1cc[n+](CC(=O)Nc2ccc(OC(F)F)cc2)cc1	-13	i	i	i	i	i	i	-2	6	4	9
O=C(COc1cccc2cccnc12)N/N=C1\SCC(=O)N1Cc1ccccc1	-13	i	i	i	i	i	i	-4	1	1	9
O=C(OCC(=O)N1CCOCC1)c1ccccc1Br	-10	i	i	i	i	i	i	-7	-10	-5	12
COc1ccc(OC)c(NC(=S)NCCCN2CCOCC2)c1	-5	i	i	i	i	i	i	-1	·	-1	4
Cc1ccc(-n2c(Cc3cccn3C)nnc2SCC(=O)Nc2cc(C)on2)cc1	-6	i	i	i	i	i	i	-2	-3	10	0
O=S(=O)(c1ccccc1)c1nc(NCc2cccnc2)sc1Cl	-14	i	i	i	i	i	i	0	2	2	·
O=C(CSc1ccc([N+](=O)[O-])cn1)Nc1nccs1	-7	i	i	i	i	i	i	2	-1	3	-5
CCN(CC)C(=O)c1ccc(-c2ccccc2)cc1	-5	i	i	i	i	i	i	1	-1	-3	0
CS(=O)(=O)c1ccc(C(=O)NC2CCOC2=O)cc1 (configuration not stated)	-6	i	i	i	i	i	i	1	-5	-3	-7
O=C(CCN1C(=O)[C@@H]2Cc3ccccc3CN2C1=O)Nc1cccc(F)c1	-13	i	i	i	i	i	i	2	-3	-8	·
CC(C)N(Cc1ccccc1)C(=S)Nc1ccccc1F	-6	i	i	i	i	i	i	-1	-3	-1	·
Cc1ccc(-n2ncc3c(SCc4cccc(C)c4)ncnc32)cc1	4	i	i	i	i	i	i	2	-1	0	2
COc1ccc(NC(=O)Cc2c(O)c3ccccc3[nH]c2=O)cc1	-9	i	i	i	i	i	i	-2	-4	·	-3
COc1ccc(NS(=O)(=O)c2cccc(-c3n[nH]c(=S)n3Cc3ccccc3)c2)cc1	-15	i	i	i	i	i	i	3	10	1	-5
Cc1ccc(CNC(=O)CCS(=O)(=O)c2ccc(Br)s2)cc1	-6	i	i	i	i	i	i	1	0	·	0
CCCCCCc1nc(C(N)=O)c2[nH]c(=O)n(-c3ccc(OCC)cc3)c2n1	-13	i	i	i	i	i	i	2	11	-2	5
CCCN(CCC)c1nc(-c2ccccn2)nc2ccccc12	-22	i	i	i	i	i	i	2	2	-1	-3
N#Cc1cc2c(nc1SCC(N)=O)CCCCC2	-5	i	i	i	i	i	i	-1	-11	2	-6
COc1ccc(CCNC(=O)CC2C(=O)NCCN2CC(C)(C)C)cc1 (configuration not stated)	-1	i	i	i	i	i	i	6	-7	2	-1
CCC(C)c1ccc(OCC(=O)Nc2ccc3c(c2)C(=O)NC3=O)cc1 (configuration not stated)	-8	i	i	i	i	i	i	-1	-10	-2	-4
N#CC(Cc1cccc(CC(C#N)(c2ccccc2)c2ccccc2)c1)(c1ccccc1)c1ccccc1	-9	i	i	i	i	i	i	-2	4	-1	-3
CSc1ccccc1NC(=O)CN(C)C(=O)Cc1c(F)cccc1Cl	-4	i	i	i	i	i	i	1	-5	4	2
COc1ccc(NC(=O)COC(=O)c2ccc(S(=O)(=O)N(C)c3ccccc3OC)cc2)cc1OC	-7	i	i	i	i	i	i	1	1	-2	-6
O=C(Cc1ccc(Cl)cc1)N/N=C/c1cccs1	-8	i	i	i	i	i	i	1	2	6	-54
CC(=O)N1c2ccccc2C(C)=CC1(C)C	-7	i	i	i	i	i	i	1	-7	2	-3
CCCOc1ccc2c(=O)c(-c3cc(C(=O)OC)oc3C)c(C)oc2c1	-10	i	i	i	i	i	i	2	4	-1	14
O=C(Nc1cccnc1)C1(c2ccc(Cl)cc2)CCCC1	-10	i	i	i	i	i	i	0	-3	-1	1
O=C(NCc1ccccn1)c1cc(Cl)ccc1OCc1ccccc1	-27	i	i	i	i	i	i	-1	-5	5	0
O=C(c1n[nH]c(=O)c2ccccc12)N1CCOCC1	-5	i	i	i	i	i	i	2	1	-1	0
COc1ccc(C(=O)/C(C#N)=N/Nc2ccccc2[N+](=O)[O-])cc1	-4	i	i	i	i	i	i	-2	3	-1	-4
O=C1N(c2ccccc2)c2ccccc2C1(O)C(F)(F)F (configuration not stated)	0	i	i	i	i	i	i	3	6	2	1
CC(C)CC(=O)N/C(N)=N/c1nc2ccccc2s1	-12	i	i	i	i	i	i	2	9	0	7
Cc1ccc(S(=O)(=O)N(CC(=O)NCc2ccco2)Cc2ccc(F)cc2)cc1	-15	i	i	i	i	i	i	-2	11	-3	6
CCOc1ccc(Nc2nc3ccccc3n3cnnc23)cc1	-6	i	i	i	i	i	i	1	·	·	22
CNC(=S)N1CCC(Cc2ccccc2)CC1	-14	i	i	i	i	i	i	1	0	0	8
CCN(Cc1nc2ccccc2c(=O)[nH]1)Cc1nc2ccsc2c(=O)[nH]1	-8	i	i	i	i	i	i	3	3	-1	40
CC(=O)N1c2ccc(S(=O)(=O)N3CCCC3)cc2CC1C(=O)NCc1ccc(N(C)C)cc1 (configuration not stated)	-11	i	i	i	i	i	i	-6	-12	1	0
S=C1N(c2ccccc2)CN(C2CCCCC2)CN1c1ccccc1	-2	i	i	i	i	i	i	0	-2	0	·
CCCNC(=O)/C=C/c1ccc(C(C)C)cc1	-7	i	i	i	i	i	i	3	-5	-2	·
Nc1nc(NCc2ccco2)nc(NC2CCCCC2)c1[N+](=O)[O-]	1	i	i	i	i	i	i	-1	0	1	·
(listing goes on)
SMILES	hERG rescue	KCNQ1 act	RGS4 act	PolyA inhibitor	KCNK9 block	KCNK3 block	KCNQ1 block	GSK3B inh	HDAC3 inh	GSK3 alpha inh	Dyrk1A ADPGlo
CC(C)CNC(=O)C1Nc2ccc(OC(F)(F)F)cc2C2C=CCC12 (configuration not stated)	-10	i	i	i	i	i	i	4	-8	1	13
c1ccc(-c2n[nH]c(-c3ccccn3)n2)nc1	-8&-1	i	i	i	i	i	i	-5&-4	1&-3	1	1&3
CN(C)c1ccc(/C=C/C(=O)c2cc(Cl)ccc2O)cc1	-8	i	i	i	i	-13*	i	0	5	0	-1
CCCOC(=O)c1cc2ccccc2oc1=O	-5	i	i	i	i	i	i	-1	3	-1	-3
